High-throughput results deposited in PubChem BioAssay by The Scripps Research Institute Molecular Screening Center.
PAFAH2 FP inh: inhibitors of human PAFAH2; recombinant PAFAH2, FP-rhodamine activity probe, fluorescence polarization; inhibition, % at 3.39 µM; 340,000 compounds, 0.99% hits; AID 492956;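 active means inhibition above the mean over all tested compounds plus 3 SD, cut at about 30% in these data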;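 further: inhibitors block probe labeling of enzyme so polarization drops; 0% = enzyme with DMSO and 100% = wells lacking PAFAH2 protein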
LYPLA1 inh: counter-screen for PME1 inhibitors: inhibitors of human LYPLA1 | inhibition, % at 5.9 µM | O75608 | recombinant LYPLA1, FP-Rh probe fluorescence polarization | 320,000 compounds, 0.16% hits;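 active means inhibition above the mean of all tested compounds plus 3 SD, set per campaign, cut at about 14% in these data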;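 further: inhibitors block serine hydrolase probe labeling of LYPLA1 so polarization falls; 0% = enzyme with DMSO and 100% = wells lacking LYPLA1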
PAFAH1B2 inh: PAFAH1B2 (human) inhibition; P68402; recombinant PAFAH1B2, FP-rhodamine activity probe, fluorescence polarization; inhibition, % at 3.39 µM; 340,000 compounds, 1.2% hits;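 active means inhibition above the mean of all tested compounds plus 3 SD, cut at about 24% in these data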;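 further: 0% = enzyme with DMSO and 100% = wells lacking PAFAH1B2; many of its hits are not listed in these tables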
pPAFAH inh: pPAFAH (human) enzyme inhibition | Q13093 | AID 463082 | recombinant pPAFAH, FP-rhodamine probe fluorescence polarization | 330,000 compounds, 1.5% hits | inhibition, % at 3.39 µM;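 active means inhibition above the mean inhibition across the screen plus 3 SD, cut at about 25% in these data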;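 further: inhibitors block binding of the rhodamine activity-based probe so polarization drops; 0% = enzyme with DMSO and 100% = wells lacking pPAFAH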
PREPL inh: human PREPL enzyme inhibition. inhibition, % at 5.96 µM. Q4J6C6. recombinant PREPL, fluorescence polarization activity-based probe. 320,000 compounds, 0.68% hits. AID 2751; in the data active means inhibition above about 43%;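 further: 0% = enzyme with DMSO and 100% = wells lacking enzyme; many of its hits are not listed in these tables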
GSTO1 inh: GSTO1 inhibition, counter-screen for RBBP9 inhibitors; recombinant GSTO1, activity-based probe fluorescence polarization; 300,000 compounds, 1.1% hits; P78417; inhibition, % at 5.96 µM;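 active means inhibition above the campaign mean inhibition plus 3 SD, cut at about 35% in these data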;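 further: 0% = GSTO1-1 with DMSO and 100% = wells lacking GSTO1-1 enzyme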
PAD4 FP inh: inhibitors of human PAD4 | recombinant PAD4, RCA probe fluorescence polarization | inhibition, % at 6.36 µM | 330,000 compounds, 0.41% hits;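 active means percent inhibition above a cutoff equal to the mean of all tested compounds plus 3 SD, cut at about 15% in these data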;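 further: 0% = PAD4 with RCA probe and DMSO and 100% = probe without PAD4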
Target sequence (Q9UM07 whole entry, looked up): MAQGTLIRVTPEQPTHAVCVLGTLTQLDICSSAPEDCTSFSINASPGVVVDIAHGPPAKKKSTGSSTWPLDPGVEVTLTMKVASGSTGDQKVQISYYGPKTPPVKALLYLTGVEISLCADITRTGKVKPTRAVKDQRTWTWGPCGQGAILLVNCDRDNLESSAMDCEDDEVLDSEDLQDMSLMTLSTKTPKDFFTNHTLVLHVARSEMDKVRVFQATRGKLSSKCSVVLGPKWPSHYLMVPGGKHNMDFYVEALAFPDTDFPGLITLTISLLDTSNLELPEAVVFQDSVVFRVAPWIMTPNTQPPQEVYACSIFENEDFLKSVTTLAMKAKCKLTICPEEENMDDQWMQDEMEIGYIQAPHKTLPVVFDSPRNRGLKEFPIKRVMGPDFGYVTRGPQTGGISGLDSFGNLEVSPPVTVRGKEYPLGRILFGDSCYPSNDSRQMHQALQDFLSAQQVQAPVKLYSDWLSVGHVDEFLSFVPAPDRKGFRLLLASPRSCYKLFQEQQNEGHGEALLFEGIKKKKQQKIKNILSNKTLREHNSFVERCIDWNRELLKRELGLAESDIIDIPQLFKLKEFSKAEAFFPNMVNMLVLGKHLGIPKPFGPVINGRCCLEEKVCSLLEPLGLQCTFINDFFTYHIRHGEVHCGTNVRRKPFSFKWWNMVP
LYPLA2 counter: counter-screen for PME1 inhibitors: inhibitors of human LYPLA2 | recombinant LYPLA2, FP-Rh probe fluorescence polarization | 320,000 compounds, 0.38% hits | inhibition, % at 5.9 µM | O95372;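 active means inhibition above the screen-wide mean plus 3 SD, limit set per campaign, cut at about 26% in these data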;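 further: 0% = LYPLA2 with DMSO and 100% = wells lacking LYPLA2 enzyme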
Target sequence (O95372 whole entry, looked up): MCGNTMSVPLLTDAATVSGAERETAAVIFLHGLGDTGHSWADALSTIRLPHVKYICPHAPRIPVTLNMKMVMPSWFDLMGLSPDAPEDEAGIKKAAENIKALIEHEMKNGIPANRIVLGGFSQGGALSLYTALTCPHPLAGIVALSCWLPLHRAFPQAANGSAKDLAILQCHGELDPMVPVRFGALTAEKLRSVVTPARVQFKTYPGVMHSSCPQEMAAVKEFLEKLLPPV
PAFAH1B3 FP inh: blocks human PAF acetylhydrolase 1B catalytic subunit 3; Q15102; recombinant PAFAH1B3, FP-rhodamine probe, fluorescence polarization; inhibition, % at 3.39 µM; 340,000 compounds, 0.28% hits; AID 492972;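 active means inhibition above the screen-wide average of all tested compounds plus 3 SD, cut at about 25% in these data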;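 further: 0% = enzyme with DMSO only and 100% = wells lacking PAFAH1B3 protein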
* marks the source's active call; other numbers are inactive results; / = no result given.

SMILES	PAFAH2 FP inh	LYPLA1 inh	PAFAH1B2 inh	pPAFAH inh	PREPL inh	GSTO1 inh	PAD4 FP inh	LYPLA2 counter	PAFAH1B3 FP inh
CN(C)CCNC(=O)c1sc2nc(-c3ccccc3)cc(C(F)(F)F)c2c1N	4.9	-6.5	1.8	7.8	26.5	-7.6	-7.7	-7.6	13.1
O=C(c1ccc(-c2ccc([N+](=O)[O-])cc2)o1)N1CCCCCCC1	3.4	-2.1	-2.9	12.0	15.3	/	-4.8	-1.2	11.8
Cc1ccc(C(=O)N/C(=C/c2ccc(-c3cc(C(F)(F)F)ccc3Cl)o2)C(=O)NCc2cccnc2)cc1	-7.9	-14.0	-3.8	8.3	7.0	-2.5	-3.5	-7.4	-4.5
Cc1ccnc(SCCn2c(N3CCN(C)CC3)nc3c2c(=O)n(C)c(=O)n3C)n1	1.6	-1.1	7.5	2.2	13.6	0.0	-2.0	-1.0	1.4
COc1cccc(NC(=O)CSc2nc3ccccc3c3nc4ccccc4n23)c1	-3.6	-3.1	-2.4	4.0	-6.7	-1.3	0.4	3.9	-5.3
COCc1[nH][nH]c(=O)c1C=Nc1ccc(Oc2ccccc2)cc1	-1.7	2.1	1.8	5.3	13.4	3.0	-0.6	4.3	5.9
COC(=O)[C@H](C)NC(=O)NCc1ccc(F)cc1	3.8	1.1	3.9	-3.9	-4.3	2.0	-1.0	11.9	3.1
Nc1nc(N)n(-c2ccccc2)c(=Nc2ccccc2)n1	-0.3	1.4	3.0	4.7	6.4	0.6	2.6	6.2	2.7
Cc1cc(C(=O)Nc2ccc(S(=O)(=O)N3CCOCC3)cc2)c(C)o1	/	0.1	/	5.7	5.0	3.3	-2.4	7.7	/
CC(C)(C)OC(=O)Nc1ccc([C@H](NC(=O)OC(C)(C)C)C(=O)OC(C)(C)C)cc1	-5.3	-3.0	-4.9	-0.1	-10.2	/	-3.3	1.6	5.5
C=CCOc1cccc(C2C(C(=O)c3ccc(C)o3)=C(O)C(=O)N2c2nnc(C)s2)c1 (centres undefined)	1.0	-0.9	0.8	4.8	-8.4	6.0	-20.8	-3.2	2.6
COc1cc(CCNC(=O)CCCn2c(=O)c3cccn3c3cccnc32)cc(OC)c1OC	-10.6	-0.4	-9.3	1.3	4.2	-1.9	-1.4	1.9	7.3
CCOCCCn1c(=S)[nH]c2cc(C(=O)N3CCN(C4CCCCC4)CC3)ccc2c1=O	5.7	5.5	0.8	7.9	11.3	2.1	1.9	-3.0	18.4
Cc1cc(Cl)ccc1NC(=S)NC1CCCC1	2.5	3.9	-0.2	-2.0	-5.7	2.0	-1.5	2.3	9.7
CC(=O)N/C(=C/c1ccc2c(c1)OCO2)C(=O)NCc1ccccc1	-5.3	2.4	0.7	1.9	-1.8	7.7	-1.3	2.0	1.2
O=C(CN1C(=O)CSC1=O)Nc1ccc2c(c1)OCCO2	-2.6	-1.5	5.9	8.2	3.7	3.1	0.9	4.5	-11.0
Cc1ccccc1N1CCN(C2CCCN(C(=O)c3noc4c3CCCC4)C2)CC1 (centres undefined)	-2.1	2.5	-0.1	6.2	17.8	0.3	-0.5	4.8	2.9
Brc1ccc(Cn2c(-c3cncs3)nc3ccccc32)cc1	1.7	-1.0	-2.7	10.5	12.8	-0.5	-4.3	-0.4	8.8
COc1ccc(NC(=O)C(c2ccc(C)cc2)N(C)C(=O)Cc2cccs2)cc1 (centres undefined)	-10.5	-3.4	3.6	-1.8	-8.3	3.7	-5.1	-7.0	-2.9
Cc1nn(-c2ccccc2)c(C)c1/C=C/C(=O)OCC(=O)NC1CCS(=O)(=O)C1 (centres undefined)	-7.1	-2.1	-2.7	1.5	12.6	0.1	1.1	-8.1	-10.1
COc1ccc(C2NC(=S)NC(C)=C2C(=O)c2ccccc2)cc1OC (centres undefined)	-0.4	2.1	0.3	7.3	2.0	-0.1	-0.2	4.5	-1.4
O=C(O)c1cccc(NC(=O)c2cn(-c3ccccc3)nc2-c2ccc([N+](=O)[O-])cc2)c1	-6.8	-7.3	1.5	2.5	2.8	-8.8	2.7	-92.0	10.2
Cc1cc(C(=O)NNc2ccccc2F)no1	4.0	1.6	-1.4	0.1	9.5	0.1	-0.7	-0.9	-4.2
O=C(NCCCn1ccnc1)C(=O)NCC1OCCN1S(=O)(=O)c1ccc(F)cc1 (centres undefined)	6.1	-2.6	0.8	-4.7	12.7	12.1	-5.3	-0.4	-8.8
O=C(COc1ccc(Cl)cc1)Nc1ccc(C(=O)NCc2cccnc2)cc1	1.4	-6.5	5.8	0.7	-59.4	0.6	-6.3	12.2	0.4
CC(=O)Nc1cccc(N/C=C(\C=O)c2nc3ccccc3o2)c1	10.5	-3.9	-4.0	4.6	11.0	-0.9	-3.8	-4.2	-3.9
O=P(O)(CP(=O)(c1ccccc1)c1ccccc1)c1ccccc1O	-1.4	-2.7	2.5	-0.6	18.4	6.3	1.5	-2.7	-0.6
Cc1cc(NCCNC2=CC(=O)CCC2)nc2ccccc12	1.2	5.4	4.9	5.4	4.8	0.8	-3.2	3.1	3.0
C=CCN1C(=O)C(O)(CC(=O)c2c(C)n[nH]c2C)c2cc(Br)ccc21 (centres undefined)	1.5	-1.0	2.0	-1.4	6.5	0.1	1.2	1.1	-1.9
CCn1c(SCC(=O)N2CCN(c3ccc(F)cc3)CC2)nc2ccccc2c1=O	0.2	3.3	-2.4	-1.3	6.9	7.8	1.0	8.6	4.8
CCn1c(SCC(=O)c2c(N)n(C)c(=O)n(C)c2=O)nnc1-c1ccccc1	/	-3.7	/	3.1	-2.3	1.5	2.4	-4.2	/
CCC(C)NC(=O)c1cc(Cl)c(NC(=O)C2=C(C)OCCS2)cc1OC (centres undefined)	7.3	2.3	0.2	3.8	0.6	-1.1	-1.5	1.4	2.7
O=C(Cn1c(=O)n(CCc2c[nH]c3ccccc23)c(=O)c2cccnc21)Nc1ccccc1F	-5.3	-8.7	0.3	4.5	12.5	-3.1	-1.9	-14.1	-2.5
CCOC(=O)C1CCN(C(=O)c2cc(COc3ccc(F)cc3F)on2)CC1	0.0	0.5	-3.7	-4.1	0.6	-1.5	-5.2	-0.2	4.8
Cc1cc(C(C)(C)C)oc1C(=O)N(CC(=O)NC1CCCC1)Cc1ccc(F)cc1	-6.5	0.0	7.4	-2.2	7.5	3.1	-2.4	-1.1	-4.8
CN(C)CCNC(=O)c1c(CSc2ccccc2)noc1C(=O)NCc1ccccc1	-2.7	-0.6	6.5	1.7	-15.8	5.2	-2.9	-5.1	-5.0
CCOC(=O)c1c(-c2ccc(-c3ccccc3)cc2)csc1NC(=O)CNCCN(C)C	0.2	-0.2	8.1	1.7	33.0	-0.6	-2.1	6.6	14.4
CCC1CCCCN1C(=O)c1ccc(OC2CCN(C(=O)C3CC3)CC2)cc1 (centres undefined)	5.9	5.7	6.7	-2.5	1.6	5.8	-4.0	2.5	-7.8
Cc1cc(/C=C2\SC(N)=NC2=O)c(C)n1-c1ccccc1	48.6*	7.3	0.2	6.6	12.4	10.0	3.5	1.4	-4.0
CC1CCCN(C(=O)Cn2nnc(-c3ccc(N(C)C)cc3)n2)C1 (centres undefined)	1.3	1.2	1.8	4.2	-1.7	6.8	-2.5	7.5	0.5
Cc1ccccc1CN(C)CCc1ccccn1	0.5	1.3	2.4	0.6	8.8	-0.8	-0.8	0.9	-0.9
CN(Cc1ccccc1)C(=O)CSc1nc2cc(C(=O)N3CCC(C(N)=O)CC3)ccc2c(=O)n1-c1ccccc1	/	0.1	/	7.7	1.8	-1.4	-5.0	6.6	/
CSc1nnc(-c2cc(C)on2)n1-c1ccccc1	-0.4	-4.6	0.1	-2.3	-1.0	14.5	-5.5	-4.3	2.4
CC(C)(C)c1nnc(NC(=O)CCS(=O)(=O)c2ccccc2)s1	-4.0	3.6	6.3	-0.8	-2.2	1.6	-0.8	-0.4	5.1
CC(Sc1nnc(-c2ccc(O)cc2)o1)C(=O)Nc1cccc2ccccc12 (centres undefined)	-1.7	-2.3	-2.0	0.3	-10.0	-1.4	4.2	-0.9	5.1
CN(C)c1cccc(Oc2nc3c(c(=O)n(C)c(=O)n3C)n2C)c1	0.8	-3.9	-0.5	17.3	-0.4	2.8	8.8	-0.1	6.1
CCOc1cccc2cc(-c3cn4cc(C)ccc4n3)c(=O)oc12	-0.6	0.6	-2.8	-5.6	14.3	-2.6	-1.6	2.6	10.1
CCOc1cc2[nH]c(=S)n(Cc3ccc(C(=O)NCCCN(CC)CC)cc3)c(=O)c2cc1OCC	0.8	-3.7	0.8	5.5	5.7	-9.6	3.2	2.3	1.9
CCOC(=O)C1CCCN(C(=O)c2cc(-c3ccc(C)cc3)nc3ccccc23)C1 (centres undefined)	-4.5	-3.7	5.4	2.7	-4.4	6.4	-5.2	-2.4	1.6
Cc1ccc(NC(=O)CN2CCOCC2)cc1S(=O)(=O)N1CCCCC1	-0.8	/	-1.2	-1.6	8.5	/	-3.7	/	12.1

Next part
SMILES	PAFAH2 FP inh	LYPLA1 inh	PAFAH1B2 inh	pPAFAH inh	PREPL inh	GSTO1 inh	PAD4 FP inh	LYPLA2 counter	PAFAH1B3 FP inh
O=C(CCN1C(=O)c2ccccc2C1=O)Nc1cc(F)ccc1F	-0.8	2.7	0.7	3.2	-8.2	8.2	2.6	2.9	0.3
O=C(COc1cccc(C(F)(F)F)c1)NCC(c1ccco1)N1CCCCC1 (centres undefined)	-1.2	2.0	2.4	0.0	-1.5	4.7	-0.4	2.7	6.5
CC(C)(C)NC(=O)C(c1ccco1)N(C(=O)c1csnn1)c1ccccc1 (centres undefined)	5.5	-0.5	5.9	2.5	19.5	-1.7	-3.0	5.7	9.2
Cc1ccc(NC(=O)CC2NCCNC2=O)cc1 (centres undefined)	-2.7	-1.6	3.6	1.2	3.4	1.5	-1.8	-6.3	0.3
COc1ccc(/C=C2/S/C(=N/N=C3\CC4CCC3(C)C4(C)C)NC2=O)cc1 (centres undefined)	-0.7	2.1	5.9	5.7	-0.2	4.6	-0.3	-3.7	5.0
CCCC(C(=O)O)N1C(=O)/C(=C2\C(=O)N(C)c3ccccc32)SC1=S (centres undefined)	2.4	1.2	0.7	4.4	-6.5	2.9	3.6	8.9	7.3
COC(=O)c1nn(-c2ccc(OC)cc2)c(=O)cc1O	5.5	-1.9	0.6	-1.8	-1.4	2.9	-2.7	-8.9	5.1
COc1ccccc1NC(=O)CSc1nnc(-c2ccccn2)n1Cc1ccco1	-3.7	0.6	1.4	8.2	-5.1	-0.6	-9.2	6.2	-1.5
CCC(C(=O)N1CCN(C(=O)c2ccco2)CC1)c1ccccc1 (centres undefined)	1.3	1.8	3.1	5.4	-3.1	0.5	3.2	1.6	3.8
CCCCCCCCCc1nc(N)n[nH]1	2.9	2.9	4.4	-1.9	17.2	3.9	8.7	2.2	4.8
CC(C)(C)OC(=O)NC(CNCc1ccccc1)Cc1ccccc1 (centres undefined)	-3.8	3.3	3.1	3.6	10.9	2.3	-3.7	1.4	-4.4

These rows are one share of the data, so the mix of outcomes need not match the whole.
